Casp6 inh – inhibitors of human caspase-6; AID 686996; purified caspase-6, Z-VEID-R110 cleavage fluorescence; inhibition, % at 12.5 µM; 0.53% of 350,000 active; P55212;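 active = mean inhibition across replicates at least about 35%, with every replicate also reaching that limit, limit read from the data; inconclusive = only one of the two criteria met; inactive = neither criterion met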;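 note: 0% = median of neutral control wells and 100% = no fluorescence left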
Target sequence (P55212 24-179 limits assumed): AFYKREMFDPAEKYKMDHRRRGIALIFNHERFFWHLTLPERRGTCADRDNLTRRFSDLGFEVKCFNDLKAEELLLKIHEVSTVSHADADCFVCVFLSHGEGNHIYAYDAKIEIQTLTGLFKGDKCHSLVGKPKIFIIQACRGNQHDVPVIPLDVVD
Target sequence (P55212 194-293 limits assumed): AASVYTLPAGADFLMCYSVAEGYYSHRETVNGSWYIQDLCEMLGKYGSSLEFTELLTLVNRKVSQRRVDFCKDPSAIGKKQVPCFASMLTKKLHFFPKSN
FN deposit inh – fibronectin deposition inhibition; inhibition, % at 12.6 µM; 0.086% of 350,000 active; AH1F fibroblasts, Alexa488-fibronectin deposition fluorescence, overnight;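 active = mean inhibition across replicates of 30% or more, regardless of how many single replicates reach that level; inconclusive = mean under 30% yet at least half of replicates reach 30%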;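 note: positive control wells lacked labelled fibronectin entirely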
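Test system: AH1F fibroblast monolayer depositing Alexa488-labelled fibronectin into matrix. Input: 10000 cells per well. Technique: fluorescence, ex 485 nm, em 525 nm. Buffer or medium: DMEM plus 2% serum, read in PBS. Timing: 1 h cell adhesion before compound, then overnight fibronectin incubation. Compound: single dose, pinned. Read-out basis: inhibition from reduced deposited-fibronectin fluorescence.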
LGR2 inh – inhibitors of bursicon-induced Drosophila LGR2 receptor cAMP signaling; 0.35% of 380,000 active; inhibition, % at 9.99 µM; AID 720647; HEK293 LGR2, CRE-luciferase, bursicon-stimulated, 4 h;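 active = drop in luminescence signal, shown as inhibition above about 50% in the replicate tests, limit read from the data, passing the limit was not always enough; inconclusive = probably only some replicates passing the limit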;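 note: agonist challenge used bursicon conditioned medium at about half maximal strength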
miR122 inh – inhibitors of miR-122 in Huh7 cells; Huh7 miR-122 Renilla luciferase sensor, 48 h; neutral wells = 0, positive control = 100; activation (reporter increase), % at 12.5 µM; 0.3% of 340,000 active; AID 602342;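 active = mean replicate activation score at least 90 and every replicate individually at or above 90; inconclusive = only one of the two criteria met; inactive = neither criterion met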;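 note: higher luciferase means less miR-122 activity so hits act as miR-122 inhibitors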
PAX8 reporter – PAX8 transcriptional activity inhibition | AID 652154 | inhibition, % at 12.6 µM | RMG-I TPO-luciferase reporter, SteadyGlo, 24 h | 1.2% of 360,000 active;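 active = mean replicate inhibition at least 60% with every replicate also reaching 60%; inconclusive = only one of the two criteria is met; inactive = mean below 60% and not all replicates reaching 60%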;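 note: luciferase light reporting Pax8 driven TPO promoter activity; plate controls were median of neutral control wells for no effect and mitoxantrone controls for full effect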
PGC1a acetyl inh – modulators of PGC1a acetylation. inhibition, % at 15.6 µM. 0.17% of 350,000 active. U2OS PGC1a acetylation, AlphaScreen anti-acetyl-lysine; with virally co-expressed GCN5 acetyltransferase;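 active = every replicate shows inhibition of at least 40%; inconclusive = mean inhibition at least 40% but some replicate below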;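 note: 0% = neutral control wells and 100% = positive control wells; some results beyond the cut were filed as inactive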
EWS-Fli block – EWS/Fli transcriptional activity inhibition; A673 NR0B1-luciferase reporter, viability-normalised; inhibition, % at 12.6 µM; 0.67% of 350,000 active;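 active = mean inhibition of at least 50% after viability correction, with every replicate also passing that limit; inconclusive = mean reaches 50% but only one of two replicates passes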;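 note: firefly luciferase signal divided by Alamar Blue viability fluorescence both relative to DMSO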
Cneo AK release – Cryptococcus neoformans lysis via adenylate kinase release; C. neoformans lysis, adenylate kinase release luminescence, 4 h; normalised: neutral wells 0, clomiphene wells 100; lysis activity, % at 15 µM; 0.2% of 360,000 active;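 active = mean lysis activity across replicates of at least 80%, whatever share of replicates individually reach that level; inactive = mean lysis activity below 80%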
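Material: C. neoformans cells | Amount: Yeast cell density of 5 × 10^6 cells/mL | Medium: Fresh YPD growth medium | Dosing: Single dose | Times: Static 4 h at 37 °C with compound, 1 h detection | Detection: AK luminescence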
Active calls of the source: *; u = inconclusive; x = not tested or not shown; [ ] = another dose, or the depositor's remark.

SMILES	Casp6 inh	FN deposit inh	LGR2 inh	miR122 inh	PAX8 reporter	PGC1a acetyl inh	EWS-Fli block	Cneo AK release
CCCCOc1ccc(C(=O)N/C(=C/C=C/c2ccccc2)C(=O)NCCO)cc1	5.2	-2.8	-0.1	8.5	3.8	x	3.1	-1.5
O=C(C1=CC=CN2CCS(=O)(=O)N=C12)N1CCN(c2cccc(Cl)c2)CC1	-3.4	-6.4	4.4	-0.4	3.9	1.6	-7.8	0.4
C[C@@H]1CN([C@H](C)CO)C(=O)c2cc(-c3cccnc3)cnc2O[C@H]1CN(C)C(=O)c1cccc(F)c1	2.5	-11.1	4.2	-4.8[16.7 µM]	x	-3.1	-5.5	-0.9
Cc1ccc(C)c(N2CCN(C(=O)c3nn(C)c4c3CS(=O)(=O)c3ccccc3-4)CC2)c1	-1.1	5.2	10.4	x	18.9	x	7.0	9.0
O=C(CSCc1cccc(Cl)c1)OCc1nc2ccsc2c(=O)[nH]1	-1.9	x	-6.1	-4.3	13.6	-1.0	-4.3	-0.8
C[C@H](CO)N1C[C@H](C)[C@@H](CN(C)Cc2ccc(Oc3ccccc3)cc2)Oc2c(NC(=O)c3cnccn3)cccc2C1=O	x	x	0.6	2.0[16.7 µM]	u	0.9	-1.8	x
COCCN1C(=O)CCC1(C)c1nnnn1Cc1ccccc1 (centres undefined)	-1.4	5.3	-12.5	x	-7.3	x	-4.6	x
COc1ccc2c3c(n(C)c2c1)[C@H](CO)N(C(=O)Nc1ccccc1F)CC31CCN(C)CC1	-0.8	x	5.8	x	0.2	-2.8	-2.7	x
CCCc1cc(=O)[nH]c2nnc(SCC(=O)Nc3nccs3)n12	-0.7	6.9	14.1	x	-8.6	x	0.0	-1.7
CCCCn1c(N)c(NCC(C)C)c(=O)[nH]c1=O	0.1	1.9	-8.6	0.0	7.8	x	-11.0	0.2
Cc1noc(C)c1CSc1nnc(-c2ccncc2)n1-c1ccc(Cl)c(Cl)c1	x	x	-5.3	-0.8	x	3.7	x	7.2
CN(C)C(=O)C[C@H]1CC[C@H]2[C@H](COc3ccc(NC(=O)c4ccc(F)cc4)cc3C(=O)N2C)O1	-0.2	-3.5	-8.3	x	-8.7	x	-2.3	2.2
O=C(COC(=O)CCC(=O)c1ccc(Cl)cc1)NCc1ccco1	23.5	-12.4	16.0	x	1.5	5.4	-5.4	x
COc1cccc(-c2cnc3c(c2)C(=O)N([C@@H](C)CO)C[C@@H](C)[C@H](CN(C)Cc2ccncc2)O3)c1	-0.2	-0.4	-16.1	-3.0[16.7 µM]	x	-1.0	-2.0	7.3
COc1ccc(CN(C)C[C@@H]2Oc3ccc(NS(C)(=O)=O)cc3C(=O)N([C@H](C)CO)C[C@H]2C)cc1	-3.3	x	-17.7	-6.9[16.7 µM]	-15.4	6.4	-8.5	0.4
CCN(CC)CC(=O)Nc1ccc(/C(C)=N/NC2=NCCN2)cc1	-27.5	-6.5	9.2	x	0.4	x	2.2	x
CCN(CC)C(=O)CC(c1ccc2c(c1)OCO2)c1c(O)cc(OC)cc1OC (centres undefined)	-0.8	-6.5	-2.3	2.5	5.0	10.3	3.2	-1.5
COC(=O)C(C)Sc1nc(NCc2ccccc2)nc(N(C)C)n1 (centres undefined)	0.7	0.8	-16.2	x	18.9	11.2	-0.9	x
O=C(C1CCC1)N1CC[C@@H]2[C@H]1c1cc(Br)ccc1N[C@@H]2CO	2.5	-1.5	-6.8	x	x	-0.9	10.1	x
N#C[C@H]1[C@@H](c2ccccc2-c2ccccc2F)[C@@H](CO)N1C(=O)Cc1ccccc1	-1.8	5.6	-6.8	x	x	-6.0	1.6	x
CCC(C)c1ccccc1N1CC(C(=O)N2CCN(S(=O)(=O)c3ccc(F)cc3)CC2)CC1=O (centres undefined)	-3.9	0.6	11.4	x	-1.3	x	9.6	x
C[C@@H]1CN([C@@H](C)CO)S(=O)(=O)c2ccc(C3=CCCCC3)cc2O[C@H]1CN(C)Cc1cccc(C(=O)O)c1	-1.7	-4.2	-0.6	8.0[16.7 µM]	-11.7	2.6	8.8	-4.2
CCOc1ccc(N2C(=O)C3ON(C)C(c4ccc([N+](=O)[O-])cc4)C3C2=O)cc1 (centres undefined)	0.3	-3.5	4.0	-27.4	-22.2	6.0	-3.9	0.0
CC(NC(=O)c1cccc(S(=O)(=O)N2CCc3ccccc32)c1)c1ccco1 (centres undefined)	4.8	-4.6	-4.1	60.7	23.1	3.9	7.9	0.1
O=C(CSCc1ccccc1F)NCc1ccccc1	4.4	8.5	-43.8	-3.6	-77.8	x	-39.1	-0.4
O=C(O)c1ccc(C[n+]2c(-c3ccccc3)csc2Nc2ccccc2)cc1	x	-8.8	-4.4	2.9	5.5	-4.7	x	x
Cc1nn2c(nc(N3CCCCC3)c3ccccc32)c1C=O	2.1	-2.2	3.4	-2.4	-14.9	10.1	8.3	-3.1
Cc1ccc(OCc2cc(C(=O)NCCn3cccn3)no2)cc1C	5.1	-7.3	6.7	1.3	-57.8	11.5	x	-0.3
O=C(Nc1nnc(SCc2ccc(F)cc2)s1)c1ccccn1	2.9	8.8	-15.1	x	17.1	11.5	-10.3	x
c1coc(-c2nnc(SCc3nc4ccccc4[nH]3)o2)c1	6.1	x	0.7	10.0	x	8.7	3.0	x
Cc1cccc(NC(=O)c2cc(S(=O)(=O)N3CCC4(CC3)OCCO4)ccc2F)c1	1.5	4.8	8.5	3.3	-15.7	-2.5	x	-0.1
O=C(c1ccccc1)N1C[C@@H]2[C@H](c3ccccc31)[C@@H](CO)N2Cc1ccccc1F	-3.2	x	3.5	-28.2[16.7 µM]	26.8	1.0	2.9	-8.0
Cc1ccccc1C(=O)N(C)[C@H]1C[C@H]2c3[nH]c4c(-c5ccc6c(c5)OCO6)cccc4c3CCN2C(=O)[C@H]1[C@H](C)O	-2.1	4.2	11.5	x	-2.5	x	7.9	x
CCSc1nnc(NC(=O)c2cc(OC)c(OC)c(OC)c2)s1	-2.1	x	14.3	x	0.7	x	-4.7	x
COC(=O)c1ccc(NC(=S)NC(=O)C2CCC2)cc1	-3.0	0.9	-20.2	1.2	x	0.8	-2.2	13.7
CCN(CC)c1nc(N)c([N+](=O)[O-])c(NCCO)n1	-6.4	8.3	-37.3	x	53.3	x	1.3	x
O=Cc1ccc(N2Cc3ccccc3C2)cc1	1.6	11.5	-26.0	x	-63.8	x	-67.5	-5.8
COCCn1c(CN2CCc3ccccc3C2)nc2c1c(=O)n(C)c(=O)n2C	-2.0	1.8	5.2	x	15.9	x	-20.1	x
CC(C)NC(=O)N(C)C[C@H]1OCCCC[C@H](C)Oc2ccc(NS(=O)(=O)c3cccs3)cc2C(=O)N([C@H](C)CO)C[C@@H]1C	-2.2	-3.8	-3.0	-1.5[16.7 µM]	-10.4	-3.8	-34.3	-7.3
Cc1ccc(S(=O)(=O)NNC(=S)NC(C)(C)C)cc1	-0.3	-4.7	x	-1.0	15.7	5.1	17.9	2.8

An excerpt from above in order of heavy-atom count, lowest first.
SMILES	Casp6 inh	FN deposit inh	LGR2 inh	miR122 inh	PAX8 reporter	PGC1a acetyl inh	EWS-Fli block	Cneo AK release
CCSc1nnc(NC(=O)c2cc(OC)c(OC)c(OC)c2)s1	-2.1	x	14.3	x	0.7	x	-4.7	x
Cc1ccc(OCc2cc(C(=O)NCCn3cccn3)no2)cc1C	5.1	-7.3	6.7	1.3	-57.8	11.5	x	-0.3
O=C(O)c1ccc(C[n+]2c(-c3ccccc3)csc2Nc2ccccc2)cc1	x	-8.8	-4.4	2.9	5.5	-4.7	x	x

Next results:
SMILES	Casp6 inh	FN deposit inh	LGR2 inh	miR122 inh	PAX8 reporter	PGC1a acetyl inh	EWS-Fli block	Cneo AK release
C[C@H]1CN([C@@H](C)CO)C(=O)c2cc(NC(=O)Nc3ccccc3)ccc2O[C@@H]1CN(C)C(=O)Nc1cccc2ccccc12	1.7	x	3.9	0.4[16.7 µM]	x	-7.8	11.3	0.1
Cn1ccnc1Sc1cc(Cl)ccc1[N+](=O)[O-]	-2.7	x	20.1	x	3.3	3.5	1.5	x
Nc1nn(-c2ccccc2)c(N)c1N=Nc1cccc(F)c1	0.9	9.1	-95.5	20.9	-103.3	6.4	24.9	-3.0
Cc1cc(N2CCCC2)c(C)cc1C=O	x	-2.1	x	-3.0	x	5.5	x	1.2
C[C@H](CO)N1C[C@H](C)[C@@H](CN(C)CC2CC2)Oc2ccc(NC(=O)Nc3ccc(C(F)(F)F)cc3)cc2CC1=O	-12.3	x	-14.9	2.1[16.7 µM]	x	0.8	0.7	2.9
CCN(CC)S(=O)(=O)c1ccc(O)c(C(=O)OCC(=O)NC23CC4CC(CC(C4)C2)C3)c1	-0.3	-5.1	0.9	-3.5	-4.8	-8.2	5.8	5.7
CCCCCCN1C[C@@H](n2cc(C3CC3)nn2)[C@H](O)C[C@@H]1c1ccc(OC)cc1	6.9	20.9	11.3	-3.9	5.9	x	5.8	1.3
Cc1cc(=O)cc(C)n1-c1ccc(Cl)c(Cl)c1	-3.1	10.3	6.0	x	6.6	x	0.3	-1.2
C[C@]12C(=O)N(c3ccc(C(F)(F)F)cc3)C(=O)N1[C@@H]1c3ccccc3OC[C@@H]1[C@H]2c1ccccc1	1.8	-0.5	11.1	-8.0	22.0	-20.5	-6.7	1.2
O=C(Cc1cccnc1)N1CC(=O)N2[C@H](C1)[C@H](c1ccc(C#CC3CC3)cc1)[C@@H]2CO	3.3	-3.0	28.7	x	2.5	8.7	2.3	x
CCCCN(C(=O)CSCC(=O)Nc1ccc(C)cc1)c1c(N)n(CCCC)c(=O)[nH]c1=O	0.4	-1.7	1.1	0.3	5.7	-10.7	-0.5	2.3
CCOC(=O)C1CCN(S(=O)(=O)c2cc(C(=O)OC)n(C)c2)CC1	-1.6	-1.0	6.0	-0.9	13.4	-1.1	2.0	-1.9
C[C@@H]1CN([C@H](C)CO)C(=O)c2cccc(NC(=O)c3ccc(-c4nccs4)cc3)c2O[C@@H]1CN(C)C(=O)Nc1ccc(C(F)(F)F)cc1	1.2	5.6	1.3	0.5[16.7 µM]	x	-2.2	7.7	3.8
CC(=O)C1=C(O)C(=O)N(Cc2cccnc2)C1c1ccc(O)cc1 (centres undefined)	5.3	8.5	u	x	28.9	1.6	9.0	x
CCC(C(=O)OCC(=O)N1C(C)CCCC1C)c1ccccc1 (centres undefined)	-1.7	0.3	-4.4	-1.8	-8.8	-6.2	-8.2	-0.7
Cc1ccc(S(=O)(=O)NCCC(=O)NCCc2ccccc2)cc1	-12.6	1.6	-10.3	-0.8	-7.3	1.5	-9.4	0.7
Cn1c(=O)c2c(nc(CN3CCN(CCO)CC3)n2CCc2ccccc2)n(C)c1=O	-1.5	4.6	-12.3	x	-3.0	x	2.5	-1.8
CCOc1ccc(CCNC(=O)Cn2c(=O)c3cccn3c3cccnc32)cc1	x	4.7	1.7	x	2.2	2.6	2.3	-7.9
O=C(Nc1nc(-c2ccccn2)cs1)C1CC1	-0.4	0.3	-38.3	-5.6	-93.8	6.4	-58.3	6.7
Cc1cccc2nc(CSC(=N)N)c(Br)n12	0.2	3.4	x	x	39.9	x	15.2	x
CSc1cccc(NC(=S)Nc2cc(C)ccc2C)c1	1.0	-6.2	-71.4	-1.2	-38.7	4.6	-9.3	10.1
CCCNC(=O)N1CC2(C1)[C@@H](c1ccccc1)[C@@H](CO)N2Cc1ccc(Cl)cc1	2.8	-18.5	-26.2	x	x	-7.5	3.8	x

Source: PubChem (Broad Institute)
